Screening data: PubChem BioAssay, The Scripps Research Institute Molecular Screening Center
PAFAH2 FP inh: inhibitors of human PAFAH2. inhibition, % at 3.39 µM. 340,000 tested, 0.99% active. recombinant PAFAH2, FP-rhodamine activity probe, fluorescence polarization;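 active means inhibition above the mean over all tested compounds plus 3 SD, cut at about 30% in these data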;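 further: inhibitors block probe labeling of enzyme so polarization drops; 0% = enzyme with DMSO and 100% = wells lacking PAFAH2 protein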
pPAFAH FP inh: inhibitors of human plasma PAF acetylhydrolase (pPAFAH); 330,000 tested, 1.5% active; recombinant pPAFAH, FP-rhodamine probe fluorescence polarization; inhibition, % at 3.39 µM; Q13093;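 active means inhibition above the mean inhibition across the screen plus 3 SD, cut at about 25% in these data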;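 further: inhibitors block binding of the rhodamine activity-based probe so polarization drops; 0% = enzyme with DMSO and 100% = wells lacking pPAFAH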
LYPLA1 counter: counter-screen for PME1 inhibitors: inhibitors of human LYPLA1. O75608. recombinant LYPLA1, FP-Rh probe fluorescence polarization. inhibition, % at 5.9 µM. 320,000 tested, 0.16% active. AID 2174;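 active means inhibition above the mean of all tested compounds plus 3 SD, set per campaign, cut at about 14% in these data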;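 further: inhibitors block serine hydrolase probe labeling of LYPLA1 so polarization falls; 0% = enzyme with DMSO and 100% = wells lacking LYPLA1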
Target sequence (O75608 whole entry, looked up): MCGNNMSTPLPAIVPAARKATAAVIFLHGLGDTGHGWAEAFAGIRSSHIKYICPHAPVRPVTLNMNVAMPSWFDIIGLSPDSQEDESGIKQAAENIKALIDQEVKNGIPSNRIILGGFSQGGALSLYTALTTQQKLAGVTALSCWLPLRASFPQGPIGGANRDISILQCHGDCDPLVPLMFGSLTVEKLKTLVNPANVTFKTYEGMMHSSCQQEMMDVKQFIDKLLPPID
Fam108B counter: counter-screen for RBBP9 inhibitors: inhibitors of mouse Fam108B | recombinant Fam108B, FP-Rh probe fluorescence polarization | inhibition, % at 9.51 µM | 300,000 tested, 0.33% active | AID 1947;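 active means inhibition above the screen mean inhibition plus 3 SD, computed separately per campaign, cut at about 18% in these data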;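 further: inhibitors lower polarization as less probe binds the enzyme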
PME-1 inh: blocks human protein phosphatase methylesterase 1; recombinant PME-1, FP-Rh probe fluorescence polarization; 320,000 tested, 0.53% active; inhibition, % at 5.9 µM; Q9Y570;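 active means inhibition above the campaign mean of all compounds plus 3 SD, cut at about 26% in these data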;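 further: competitive labeling of PME-1 active site by serine hydrolase directed probe; 0% = PME-1 with DMSO and 100% = wells lacking PME-1 enzyme; inhibitors block probe labeling so polarization falls and inhibition rises; many of its hits are not listed in these tables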
PAFAH1B3 FP inh: PAFAH1B3 (human) inhibition; recombinant PAFAH1B3, FP-rhodamine probe, fluorescence polarization; inhibition, % at 3.39 µM; 340,000 tested, 0.28% active;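 active means inhibition above the screen-wide average of all tested compounds plus 3 SD, cut at about 25% in these data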;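 further: 0% = enzyme with DMSO only and 100% = wells lacking PAFAH1B3 protein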
Target sequence (Q15102 whole entry, looked up): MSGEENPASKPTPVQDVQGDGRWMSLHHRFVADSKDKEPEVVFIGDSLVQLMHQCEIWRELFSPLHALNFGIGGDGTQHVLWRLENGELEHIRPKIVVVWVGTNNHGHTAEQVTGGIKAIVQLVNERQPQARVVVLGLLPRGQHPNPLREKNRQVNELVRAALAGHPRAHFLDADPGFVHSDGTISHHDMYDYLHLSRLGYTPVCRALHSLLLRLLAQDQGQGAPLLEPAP
PAD4 inh: blocks human protein arginine deiminase 4; AID 485272; 330,000 tested, 0.41% active; recombinant PAD4, RCA probe fluorescence polarization; Q9UM07; inhibition, % at 6.36 µM;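 active means percent inhibition above a cutoff equal to the mean of all tested compounds plus 3 SD, cut at about 15% in these data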;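 further: 0% = PAD4 with RCA probe and DMSO and 100% = probe without PAD4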
GSTO1 inh: blocks human GSTO1 in RBBP9 counter-screen; P78417; recombinant GSTO1, activity-based probe fluorescence polarization; inhibition, % at 5.96 µM; 300,000 tested, 1.1% active; AID 1974;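 active means inhibition above the campaign mean inhibition plus 3 SD, cut at about 35% in these data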;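 further: 0% = GSTO1-1 with DMSO and 100% = wells lacking GSTO1-1 enzyme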
Target sequence (P78417 whole entry, looked up): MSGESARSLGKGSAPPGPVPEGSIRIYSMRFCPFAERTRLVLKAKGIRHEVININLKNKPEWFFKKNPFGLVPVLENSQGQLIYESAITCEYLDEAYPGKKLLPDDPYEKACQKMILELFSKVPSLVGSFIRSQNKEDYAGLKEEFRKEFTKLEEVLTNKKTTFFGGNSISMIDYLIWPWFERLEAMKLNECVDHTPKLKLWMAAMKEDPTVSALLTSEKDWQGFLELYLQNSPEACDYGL
PAFAH1B2 inh: inhibitors of human PAFAH1B2 | P68402 | recombinant PAFAH1B2, FP-rhodamine activity probe, fluorescence polarization | inhibition, % at 3.39 µM | 340,000 tested, 1.2% active | AID 492953;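 active means inhibition above the mean of all tested compounds plus 3 SD, cut at about 24% in these data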;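 further: 0% = enzyme with DMSO and 100% = wells lacking PAFAH1B2; many of its hits are not listed in these tables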
Target sequence (P68402 whole entry, looked up): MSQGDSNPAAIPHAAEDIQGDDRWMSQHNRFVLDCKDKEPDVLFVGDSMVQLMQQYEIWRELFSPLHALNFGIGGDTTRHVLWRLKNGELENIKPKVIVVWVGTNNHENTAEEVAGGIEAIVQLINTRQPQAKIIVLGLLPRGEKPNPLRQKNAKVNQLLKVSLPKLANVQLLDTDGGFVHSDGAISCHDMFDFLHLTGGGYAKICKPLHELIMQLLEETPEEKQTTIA
An asterisk follows results filed as active; . = no result given; & = joins results of further samples. The list is partial; the hit share may differ from the screen's.

SMILES	PAFAH2 FP inh	pPAFAH FP inh	LYPLA1 counter	Fam108B counter	PME-1 inh	PAFAH1B3 FP inh	PAD4 inh	GSTO1 inh	PAFAH1B2 inh
C(=N\Nc1nncc2ccccc12)/c1ccccc1	-2	2	1	0	3	1	2	0	10
COC(=O)N/N=C/c1ccc(OC(=O)/C=C/c2ccco2)cc1	.	8	-2	-3	-2	.	-3	2	.
CCCCCCn1c(SCCN2CCOCC2)nc2c1c(=O)[nH]c(=O)n2C	4	1	-3	-1	3	7	2	-4	8
CC(=O)c1ccc(N2CCN(C(=O)c3ccc(NC4=NC5CS(=O)(=O)CC5S4)cc3)CC2)cc1 (centres undefined)	-5	1	1	4	6	1	2	4	3
CCOC(=O)c1sc(NC(=O)CSc2nc(C)cc(C(F)(F)F)n2)c(C#N)c1C	13	5	-2	0	-2	7	-1	10	3
Cc1nc(-c2cccnc2)sc1C(=O)Nc1ccc(Cl)cc1	-1	-3	-1	-3	4	2	-3	-10	-2
CCOC(=O)C1CCCN(CC(=O)/C=C2/N(C)c3ccccc3C2(C)C)C1 (centres undefined)	-5	4	2	-1	-11	-3	-6	10	-1
Cn1c(=O)n(C)c2cc(N3CCOCC3)c(NC(=O)c3ccc(F)cc3)cc21	-5	2	1	-1	5	3	-1	-7	-4
N#Cc1ccccc1OCC(=O)NC(=O)NCc1ccco1	1	0	1	-5	0	-3	-8	0	1
CCOc1ccc(NS(=O)(=O)c2ccc(C(=O)N3CCN(c4ncccn4)CC3)cc2)cc1	-6	27*	1	-1	1	9	-1	7	4
CCOC(=O)C1=C[C@]2(CC)CCCN3CCc4c(n1c1ccccc41)[C@@H]32	-1	1	0	-2	-12	-6	-2	2	0
O=C(OCC(=O)c1c[nH]c2ccccc12)C1=COCCO1	6	9	-2	-2	-4	1	-3	-5	5
CC(C)c1ccc(NC2CCCN(C(=O)CN3C(=O)CSC3=O)C2)cc1 (centres undefined)	12	5	-2	-1	-3	6	-3	9	7
O=C(NCCc1ccccc1)c1cc(S(=O)(=O)N2CCCC2)ccc1F	7	1	-4	-4	4	8	5	10	8
COc1cccc(OC)c1C(=O)Nc1cccc2c1CCCC2	4	0	0	-2	1	5	-1	1	-1
Cc1ccc(N2CN(Cc3cccnc3)CNC2=S)c(C)c1	3	3	-2	1	-1	3	0	6	3
CCOc1ccc(-n2c(=S)sc3c(=O)n(-c4ccccc4)c(SCC(=O)O)nc32)cc1	8	7	-4	-1	6	2	0	-6	-1
O=[N+]([O-])c1ccc2c(c1Nc1ccccc1)=NC1(CCCCC1)N=2	2	5	3	1	6	-1	-3	-2	5
COc1ccccc1C1c2ccc3ccccc3c2Oc2ncn(CCN(C)C)c(=N)c21 (centres undefined)	-5	-2	-3	-3	-3	6	19*	1	-2
O=C(Cn1c(=O)c(=O)n(Cc2ccccc2)c2ccc(Cl)cc21)Nc1cc(F)ccc1F	.	3	-4	-1	-3	.	2	-2	.
COc1ccc(-c2n[nH]c(=S)n2Cc2ccco2)cc1	-7	3	-1	3	3	2	3	0	7
COc1ccc2nc(NC(=O)CCc3cc(OC)c(OC)c(OC)c3)sc2c1	2	-2	-1	2	12	4	-5	-2	-2
O=S(=O)(c1cc(F)ccc1F)N1CCC2(CC1)OCCO2	-1	-5	-3	0	-3	10	-4	4	4
O=C(/C=C/c1ccccc1)Nn1c(-c2cccs2)nc2ccccc2c1=O	-11	-11	1	-5	-5	10	0	4	-1
O=C(NC1CCS(=O)(=O)C1)c1ccc2c(c1)OCO2 (centres undefined)	-5	3	0	2	0	4	2	3	-2
CCCN1CCN(C(=S)Nc2ccc3nc(N4CCN(CC)CC4)cc(C)c3c2)CC1	-1	-6	3	4	-4	3	-5	-4	1
O=C1C=C(c2ccc3ccccc3c2)C[C@@H](c2ccc(F)cc2)C1	-3	-1	1	.	-6	-1	-5	.	3
O=C(c1ccccc1)c1cnc(-c2ccc(Cl)cc2)s1	-13	0	2	-4	3	1	4	3	0
Nc1cc(=O)[nH]c(SCC(=O)Nc2ccc3c(c2)CCC3)n1	0	-3	1	-7	-1	10	-4	-4	4
CCN(C(=O)c1cc2ccccc2o1)C12CC3CC(CC(C3)C1)C2	.	3	0	-2	0	.	0	0	.
CC(C)c1ccc(C(N)=S)cc1	-4	-5	-2	-9	-3	5	-6	-8	22
CCC(C)(C)NC(=O)C(c1cccc(OC)c1OC)N(C(=O)CCC(=O)Nc1cc(C)on1)C(C)C (centres undefined)	13	1	3	1	0	2	-6	7	9
O=c1c2ccccc2nc(/C=C/c2cccc(Br)c2)n1CCCO	24	2	-6	-3	6	19	2	-19	20
Nc1c(C(=O)NCc2ccco2)nnn1Cc1ccccc1	-10	3	0	0	4	3	-4	0	5
O=C(Nc1cccc(S(=O)(=O)N2CCCCC2)c1)c1ccc2ncsc2c1	-6	1	-16	-23	-15	-4	6	-22	-6
CCCCOC(=O)c1nc(Cl)c(Cl)c(N)c1Cl	-5	-1	-2	3	0	8	-3	-4	-3
COc1ccc(C(C)=O)cc1CN(C)C	6	-1	2	-2	-3	-4	-3	-1	1
Cc1cccc2c(=O)oc(-c3ccccc3Cl)nc12	49*	8	4	3	-4	5	-3	-2	4
C/C(=N/NC(=O)CNC(=O)c1cccnc1)c1ccc(Cl)c(Cl)c1	-5	7	0	5	4	3	-5	-1	5
O=C(CN1C(=O)c2ccccc2C1=O)Nc1nccs1	15	5	-2	-2	-6	3	5	3	1
COc1ccc(NC(=O)Cn2ncn3nc(-c4ccc(OC)cc4)cc3c2=O)cc1	1	-3	0	-2	-2	6	-4	0	7
CCC1S/C(=N/N=C/c2ccco2)N(Cc2ccccc2C)C1=O (centres undefined)	0	4	-1	-1	-4	3	-3	3	-2
CCOc1ccc(NC(=O)CSc2nnc(C34CC5CC(CC(C5)C3)C4)n2C)cc1	0	-1	2	3	4	0	0	1	3
O=C(O)c1ccc(N(Cc2ccccc2)S(=O)(=O)c2ccccc2)cc1	6	5&1	2&2	-3&1	-1&3	11	0&-4	0&1	4
Cc1ccc(Nc2nc(N3CCOCC3)nc(N3CCOCC3)n2)cc1Cl	3	-7	0	-6	-3	11	-11	-9	3
CCN1CCN(CCCNC(=O)C2CCCN(c3nnc(-n4cccc4)s3)C2)CC1 (centres undefined)	-3	7	1	0	10	10	0	3	-1
CCCOc1ccc(C(=O)NCC(c2cccs2)N(C)C)cc1OC (centres undefined)	-1	2	-1	-1	0	7	-5	3	-1
O=C(c1ccc(S(=O)(=O)N2CCCC2)cc1)N1CCCCC1	8	-1	0	3	5	4	-2	8	8
CCOC(=O)C(C)(C)N(Cc1cccc(C)c1)S(=O)(=O)c1ccc(Cl)c([N+](=O)[O-])c1	-2	7	6	-2	7	2	-2	61*	6
CN(C)CCN1C(=O)C(=O)/C(=C(/O)c2ccc(S(=O)(=O)N3CCOCC3)cc2)C1c1ccc(Br)cc1 (centres undefined)	-4	-7	2	1	0	-5	-2	-4	-4
Cc1noc(C)c1COc1ccc(C(=O)N(C)CCOc2ccccc2)cc1	12	-3	2	.	-1	4	-5	.	5
O=C(NC1CC1)C1=C[C@H](c2coc3ccccc3c2=O)C[C@H](OCc2ccc(CO)cc2)O1	3	0	1	-5	0	6	-2	7	2
O=C(CS(=O)(=O)c1ccccc1)N1CCN(c2ccccc2)CC1	-8	5	-1	1	8	11	-1	5	3
CCOC(=O)C1CCN(C(=O)CNC(=O)c2nn(-c3ccc(OC)c(Cl)c3)c(=O)c3ccccc23)CC1	1	-7	-2	-4	-8	1	-2	-2	-1
CC(C)CCNC(=O)C(C)N(C(=O)c1snc(C(N)=O)c1N)c1cnc2ccccc2c1 (centres undefined)	-4	-1	3	2	1	5	1	-6	3
Cc1ccc(NC(=O)Cn2c(/C=C/c3ccccc3)nc3ccccc32)cc1C	-1	6	-4	0	0	-3	0	-1	2
Cc1ccc(C)c(NC(=O)C2CC3c4ccccc4C2c2ccccc23)c1 (centres undefined)	-3	2	0	5	1	9	-2	1	-1
COc1ccccc1NC(=O)CSc1nnc(-c2ccc(C)cc2)o1	-6	3	1	3	0	1	3	2	3
COc1cccc(OCCNc2cc(N3CCOCC3)ccc2[N+](=O)[O-])c1	5	3	2	5	-2	8	4	-1	1
CC1CCN(S(=O)(=O)c2ccc(S(=O)(=O)N3CCCC3)cc2)CC1	-9	5	-2	0	-1	-1	0	6	-1
More compounds follow:
SMILES	PAFAH2 FP inh	pPAFAH FP inh	LYPLA1 counter	Fam108B counter	PME-1 inh	PAFAH1B3 FP inh	PAD4 inh	GSTO1 inh	PAFAH1B2 inh
CCCCNC(=O)c1ccc(NS(=O)(=O)c2ccc3[nH]c(=O)[nH]c3c2)cc1	5	8	4	-1	2	-1	-2	-66	2
COc1cc(/C=N/NC(=O)C(=O)N2CCCCCC2)ccc1O	3	-6	4	2	0	3	-6	0	-1
Cc1ccc(Cn2c(CCNc3nc(-c4ccc(C)cc4)cs3)nc3cc(C(=O)NCCCO)ccc32)cc1	5	2	-1	6	-1	1	4	-1	2
O=C(COC(=O)/C=C/c1ccc(OC(F)F)cc1)NC1CCCCCC1	75*	21	.	.	.	6	2	.	4
Cc1ccc(S(=O)(=O)n2nnc3ccccc32)c(C)c1C	-1	0	-2	3	0	0	1	6	0
COc1ccc(CN(Cc2ccc(C(=O)O)cc2)C(=S)Nc2ccccc2F)cc1OC	3	1	2	0	-1	3	-1	4	1
CC(=O)SC1CC(=O)N(c2c(C)cccc2C)C1=O (centres undefined)	-16	-16	1	-5	-7	8	10	35	-2
COc1c(C)cc(C(=O)C2CCCN(Cc3c(C)n(C)n(-c4ccccc4)c3=O)C2)cc1C (centres undefined)	.	-1	1	-1	0	.	-6	5	.
CCOC(=O)c1ccccc1NC(=O)CCNC(=O)Cn1cnc2ccccc2c1=O	-1	3	0	1	-3	-5	-1	-4	4
CN(C)c1ccc(CNS(=O)(=O)c2csc(C(N)=O)c2)cc1	0	5	8	-2	1	2	-1	8	3
N#Cc1ccc(NC(=O)COC(=O)CCNS(=O)(=O)c2ccccc2)cc1	1	29*	-1	0	-8	2	1	3	5
Cc1cc(C)nc(N/N=C/C2=C(N3CCOCC3)C(=C/c3ccccc3)/CC2)n1	3	65*	-1	0	5	4	-2	9	2
Cc1cc(C)n(-c2cccc(Cl)c2)c(=O)c1C#N	3	-1	-4	-1	-3	2	-2	0	4
CC(=O)c1ccc(OCC(O)CN2C(C)(C)CC(O)CC2(C)C)cc1 (centres undefined)	-4	3	2	6	-2	5	6	8	2
COc1ccc(-c2cc(=O)oc3c(C)c(OCC(=O)Nc4cccnc4)ccc23)cc1	2	13	-1	-8	6	-4	1	-5	-1
COc1ccc(CCN2C(=O)NC(NS(=O)(=O)c3ccc(N)cc3)(C(F)(F)F)C2=O)cc1OC (centres undefined)	1	1	2	-3	-8	1	3	-1	2
COc1ccc(N2CCN(c3ncnc4scc(-c5ccc(F)cc5)c34)CC2)cc1	-2	22	1	-2	2	8	-1	-1	-3

Whole records from above. Order of screens: PAFAH2 FP inh, pPAFAH FP inh, LYPLA1 counter, Fam108B counter, PME-1 inh, PAFAH1B3 FP inh, PAD4 inh, GSTO1 inh, PAFAH1B2 inh
Record of `COc1ccc(-c2cc(=O)oc3c(C)c(OCC(=O)Nc4cccnc4)ccc23)cc1` → 2, 13, -1, -8, 6, -4, 1, -5, -1
Record of `COc1ccc(CCN2C(=O)NC(NS(=O)(=O)c3ccc(N)cc3)(C(F)(F)F)C2=O)cc1OC` (centres undefined) → 1, 1, 2, -3, -8, 1, 3, -1, 2
Record of `Cc1cc(C)n(-c2cccc(Cl)c2)c(=O)c1C#N` → 3, -1, -4, -1, -3, 2, -2, 0, 4
